Screens: PubChem BioAssay, several laboratories
MEKK2 mut-MEK5 = signal of MEK5 binding to mutant human MEKK2 PB1 domain. bead flow cytometry, Alexa488-MEK5 binding to MEKK2 mutant. percent response, % at 10 µM. hit rate 0.35% among 290,000. AID 1530; in the data active means percent response above about 24%, passing the limit was not always enough; further: inactives centre near 1; some results filed as inactive read as strong as hits; reference of the scale not given here
GPR7 antag = human neuropeptides B/W receptor 1 antagonism; P48145; GPR7-expressing cells, fluorescence antagonist assay; inhibition, % at 4.4 µM; hit rate 1.1% among 290,000; AID 1861; in the data active means inhibition above about 16%, passing the limit was not always enough;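 further: cells stimulated with the agonist NPW; 0% = agonist with vehicle and 100% = vehicle without agonist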
Target sequence (P48145 whole entry, looked up): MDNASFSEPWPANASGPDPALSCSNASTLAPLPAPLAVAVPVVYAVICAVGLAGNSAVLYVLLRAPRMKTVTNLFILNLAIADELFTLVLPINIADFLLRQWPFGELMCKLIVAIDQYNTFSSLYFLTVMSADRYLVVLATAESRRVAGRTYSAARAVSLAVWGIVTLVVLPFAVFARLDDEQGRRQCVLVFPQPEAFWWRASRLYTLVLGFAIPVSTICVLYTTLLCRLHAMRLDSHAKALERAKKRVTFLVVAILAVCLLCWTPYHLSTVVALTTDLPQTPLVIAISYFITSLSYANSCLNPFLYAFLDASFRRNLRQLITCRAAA
DNA FID counter = displaces DNA intercalator in HCV helicase counter-screen; DNA fluorescent intercalator displacement, fluorescence; inhibition, % at 7.9 µM; hit rate 0.17% among 290,000; AID 1845; in the data active means inhibition above about 37%;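 further: 0% = vehicle and 100% = reference compound; higher means more ethidium bromide displaced from hairpin DNA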
MEKK3 PB1 HTS = MEKK3-MEK5 PB1 interaction, increase or decrease; hit rate 1.4% among 290,000; bead-based flow cytometry, Alexa488-MEK5 binding to MEKK3; actives lie on both sides; 0 = blocked by unlabeled MEK5, 100 = vehicle; AID 1529; Q99759; binding response (% of control), % at 10 µM;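 active means binding response more than 3 SD above or below the average of its plate-row segment, actives on both sides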;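 further: Alexa488 bead fluorescence after subtracting the streptavidin-only scavenger bead signal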
MEKK2 WT-MEK5 = raises or lowers MEK5 binding to wildtype human MEKK2 PB1 domain; binding response (% of control), % at 10 µM; hit rate 1.1% among 290,000; Q9Y2U5; bead flow cytometry, Alexa488-MEK5 binding to MEKK2 WT; actives lie on both sides; in the data active means binding response below about 67% or above about 130%
OXTR agonist = activates the human oxytocin receptor; P30559; activation, % at 3 µM; CHO-OTR cells, Fluo-8 calcium fluorescence; normalized: DMSO 0%, oxytocin 100%; AID 2435; hit rate 0.32% among 320,000;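 active means activation above the mean of all tested compounds plus 3 SD, cutoff set per screening run, cut at about 20% in these data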;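 further: peak over basal fluorescence ratio from a 100 s FLIPR kinetic read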
Target sequence (P30559 whole entry, looked up): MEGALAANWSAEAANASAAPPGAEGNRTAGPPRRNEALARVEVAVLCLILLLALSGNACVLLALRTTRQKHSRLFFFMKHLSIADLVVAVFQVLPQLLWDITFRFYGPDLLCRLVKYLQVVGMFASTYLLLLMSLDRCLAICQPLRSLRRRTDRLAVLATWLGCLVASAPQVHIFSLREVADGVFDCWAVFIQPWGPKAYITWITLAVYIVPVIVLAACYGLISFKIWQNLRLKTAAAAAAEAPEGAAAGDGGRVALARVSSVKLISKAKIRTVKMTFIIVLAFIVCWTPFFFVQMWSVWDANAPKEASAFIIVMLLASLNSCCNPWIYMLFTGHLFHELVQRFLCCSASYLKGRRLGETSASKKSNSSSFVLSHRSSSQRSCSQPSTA
PfM18AAP inh = PfM18AAP enzyme inhibition. inhibition, % at 7.35 µM. recombinant PfM18AAP, H-Glu-NHMec fluorogenic cleavage. hit rate 1.2% among 290,000;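 active means inhibition above the campaign mean inhibition over all tested compounds plus 3 SD, cut at about 28% in these data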;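 further: 0% = plate median of test compound wells and 100% = 2 mM ZnCl2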
NALP1 yeast inh = inhibitors of NALP1 inflammasome in yeast; inhibition, % at 10 µM; S. cerevisiae NALP1/ASC/caspase-1 growth, X-gal OD620, 72 h; hit rate 0.61% among 280,000; AID 2071; in the data active means inhibition mostly above about 24%, no sharp cut-off; inactive means mostly below about 32%; further: some compounds called inactive have numbers as strong as hits
PHOSPHO1 inh = blocks human PHOSPHO1 phosphatase activity; Q8TCT1; recombinant PHOSPHO1, absorbance phosphatase assay; inhibition, % at 13.3 µM; hit rate 1.1% among 290,000; AID 1565; in the data active means inhibition above about 60%
Target sequence (Q8TCT1 whole entry, looked up): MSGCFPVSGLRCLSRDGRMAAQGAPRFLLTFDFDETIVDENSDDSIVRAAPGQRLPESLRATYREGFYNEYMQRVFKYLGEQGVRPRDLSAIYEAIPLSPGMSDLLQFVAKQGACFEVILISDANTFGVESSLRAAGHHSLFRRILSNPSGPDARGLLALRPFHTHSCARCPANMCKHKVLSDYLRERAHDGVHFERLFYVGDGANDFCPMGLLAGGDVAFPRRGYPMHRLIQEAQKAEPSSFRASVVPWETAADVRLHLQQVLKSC
* = called active by the depositor; nt = no result given.

SMILES	MEKK2 mut-MEK5	GPR7 antag	DNA FID counter	MEKK3 PB1 HTS	MEKK2 WT-MEK5	OXTR agonist	PfM18AAP inh	NALP1 yeast inh	PHOSPHO1 inh
Cc1cc(C)c(C)c(S(=O)(=O)NC(C)C(=O)O)c1C (stereo unspecified)	9	0	1	103	102	0.8	-5	nt	27
Cc1ccc(Nc2nc(-c3sc(NC(=O)c4ccccc4)nc3C)cs2)cc1	2	1	-1	106	112	-1.0	1	14	38
Clc1ccc(OCCN2CCOCC2)cc1Cl	4	6	5	109	110	4.5	-1	16	1
COc1ccccc1C(=O)N1CCCC1(C#N)c1ccccc1 (stereo unspecified)	5	10	-6	104	103	-0.1	-7	13	-10
O=C(NCc1ccc2c(c1)OCO2)C1Cc2ccccc2CN1C(=O)c1ccco1 (stereo unspecified)	-9	3	-7	102	88	0.2	-1	5	40
Oc1ccc(/C=N/N(c2ccccc2)c2ccccc2)c(O)c1O	1	-6	-23	96	90	-1.2	48*	-13	31
CCOc1ccc(NC(=O)Nc2ccc3c(c2)nc(C)n3C)cc1	6	5	7	105	111	0.2	-4	nt	30
CCOc1ccc(C(C)(C)C)cc1S(=O)(=O)N1CC(C)OC(C)C1 (stereo unspecified)	17	-8	-24	104	106	-2.3	1	4	11
COc1ccc(NC(=O)C(CCSC)NC(N)=O)cc1Cl (stereo unspecified)	-1	-1	1	99	96	1.0	-4	7	8
C[C@]12CCC(=O)C=C1CC[C@@H]1[C@@H]2C(=O)C[C@@]2(C)[C@H]1CC[C@]2(O)C(=O)CO	3	4	-6	78	91	0.4	-3	29	-4
NC(=O)CSc1ccc(F)cc1	-3	-1	2	96	92	0.8	-13	14	24
O=C(CSc1nnnn1-c1ccc2c(c1)CCC2)NCc1cccs1	4	3	-23	104	105	0.0	-2	23	-27
CC(C)Oc1ccc(C(=O)Nc2ccc(S(=O)(=O)N3CCN(C)CC3)cc2)cc1	-2	6	11	97	104	2.9	-2	7	24
CC(=O)NCCOc1ccc2oc3ccccc3c2c1	2	-12	-9	99	96	4.9	2	16	16
Cc1cc(Cl)ccc1OCC(O)CNCCc1ccc(S(N)(=O)=O)cc1 (stereo unspecified)	5	68*	11	106	120	-0.6	-1	32	23
COc1ccc(C(=O)Nc2ccc(C(F)(F)F)n(C)c2=O)cc1	9	-1	0	97	96	-0.9	7	44	6
O=C(N/N=C1\C2CN3CCN(C2)CC1(c1ccccc1)C3)c1ccc(F)cc1	-2	-2	-2	97	103	0.0	-1	22	-12
CN(Cc1cnccn1)C(=O)CC1C(=O)NCCN1Cc1c(F)cccc1Cl (stereo unspecified)	-2	-11	-4	99	95	0.8	0	nt	46
COc1ccc(OCC(=O)Nc2ccc(N3CCCCC3)cc2)cc1	-5	-2	-8	95	95	-1.1	-5	1	37
Cc1ccccc1Cn1nnc(-c2ccc3c(c2)OCO3)n1	5	-3	-8	102	103	-2.7	2	9	-1
Cc1ccc(-c2oc3ccccc3c(=O)c2O)cc1	1	-4	2	99	100	6.6	5	nt	-7
CCOP(=O)(c1ccc(N(C)C)cc1)C(O)c1cccnc1 (stereo unspecified)	-2	-8	-2	93	95	0.1	-10	20	29
O=C(COc1ccc(Cl)cc1Cl)NNC(=S)NC(=O)c1ccco1	20	-10	-5	117	114	-2.0	3	nt	3
O=C(c1ccc(S(=O)(=O)N2CCCCC2)cc1)N1CCN(Cc2ccc3c(c2)OCO3)CC1	9	-2	-25	103	104	nt	-9	-3	-10

Profiles from above. Order of values: MEKK2 mut-MEK5	GPR7 antag	DNA FID counter	MEKK3 PB1 HTS	MEKK2 WT-MEK5	OXTR agonist	PfM18AAP inh	NALP1 yeast inh	PHOSPHO1 inh
`COc1ccc(OCC(=O)Nc2ccc(N3CCCCC3)cc2)cc1` in the list: -5	-2	-8	95	95	-1.1	-5	1	37
`CC(C)Oc1ccc(C(=O)Nc2ccc(S(=O)(=O)N3CCN(C)CC3)cc2)cc1` in the list: -2	6	11	97	104	2.9	-2	7	24

Next section.
SMILES	MEKK2 mut-MEK5	GPR7 antag	DNA FID counter	MEKK3 PB1 HTS	MEKK2 WT-MEK5	OXTR agonist	PfM18AAP inh	NALP1 yeast inh	PHOSPHO1 inh
CCc1cc(=O)oc2cc(C)cc(OCC(=O)NC3CC3)c12	2	-7	-7	99	104	-0.4	-4	13	22
O=C(CCN1C(=O)c2ccccc2C1=O)NCc1ccccc1	2	-3	-6	103	101	0.6	-3	13	48
Cc1cc(C)nc(SCC(=O)Nc2ccc(S(=O)(=O)Nc3nccs3)cc2)n1	0	-3	-9	100	103	0.4	7	14	3
O=C(N/C(=C/c1ccc(Br)cc1)C(=O)N1CCOCC1)c1ccco1	6	2	-18	102	104	-0.9	6	23	nt
CCOc1cccc(/C=C2\NC(=S)N(c3ccccc3)C2=O)c1O	-3	-5	-4	104	95	24*	6	9	5
CCC(=O)Nc1cccc(C(=O)OCc2cccc([N+](=O)[O-])c2)c1	-3	2	-2	99	102	nt	1	7	-18
CC(C)N1CN(c2ccccc2)C(=S)N(c2ccccc2)C1	2	-16	0	101	99	0.8	-3	-13	-1
Cc1cc2c(c(=O)o1)C(c1cccs1)C(C#N)=C(N)O2 (stereo unspecified)	-1	-10	-4	103	107	-0.7	1	11	8
CN(C)/C=C/C(=O)c1ccc(-n2cccc2)cc1	-3	-9	-4	102	98	-0.2	4	-9	24
Cn1c(=NC(=O)C2CCN(S(=O)(=O)c3cccs3)CC2)sc2ccccc21	4	-4	-7	119	103	1.4	3	6	-9
CCOC(=O)N1CCC(NC(=O)C2CCN(C(=O)c3cc4oc(C)cc4n3Cc3c(F)cccc3Cl)CC2)CC1	-7	-4	-46	98	94	-1.6	-1	-10	2
Cc1ccccc1CNC(=O)CC1C(=O)NCCN1CC1CCCCC1 (stereo unspecified)	16	-8	-28	102	129	-1.3	-6	0	18

Twelve entries out of the list, sorted by count of non-hydrogen atoms, ascending.
SMILES	MEKK2 mut-MEK5	GPR7 antag	DNA FID counter	MEKK3 PB1 HTS	MEKK2 WT-MEK5	OXTR agonist	PfM18AAP inh	NALP1 yeast inh	PHOSPHO1 inh
CN(C)/C=C/C(=O)c1ccc(-n2cccc2)cc1	-3	-9	-4	102	98	-0.2	4	-9	24
Cc1ccc(-c2oc3ccccc3c(=O)c2O)cc1	1	-4	2	99	100	6.6	5	nt	-7
Cc1cc2c(c(=O)o1)C(c1cccs1)C(C#N)=C(N)O2 (stereo unspecified)	-1	-10	-4	103	107	-0.7	1	11	8
CC(C)N1CN(c2ccccc2)C(=S)N(c2ccccc2)C1	2	-16	0	101	99	0.8	-3	-13	-1
O=C(CCN1C(=O)c2ccccc2C1=O)NCc1ccccc1	2	-3	-6	103	101	0.6	-3	13	48
CCC(=O)Nc1cccc(C(=O)OCc2cccc([N+](=O)[O-])c2)c1	-3	2	-2	99	102	nt	1	7	-18
COc1ccc(OCC(=O)Nc2ccc(N3CCCCC3)cc2)cc1	-5	-2	-8	95	95	-1.1	-5	1	37
Cc1ccccc1CNC(=O)CC1C(=O)NCCN1CC1CCCCC1 (stereo unspecified)	16	-8	-28	102	129	-1.3	-6	0	18
Cn1c(=NC(=O)C2CCN(S(=O)(=O)c3cccs3)CC2)sc2ccccc21	4	-4	-7	119	103	1.4	3	6	-9
CN(Cc1cnccn1)C(=O)CC1C(=O)NCCN1Cc1c(F)cccc1Cl (stereo unspecified)	-2	-11	-4	99	95	0.8	0	nt	46
O=C(c1ccc(S(=O)(=O)N2CCCCC2)cc1)N1CCN(Cc2ccc3c(c2)OCO3)CC1	9	-2	-25	103	104	nt	-9	-3	-10
CCOC(=O)N1CCC(NC(=O)C2CCN(C(=O)c3cc4oc(C)cc4n3Cc3c(F)cccc3Cl)CC2)CC1	-7	-4	-46	98	94	-1.6	-1	-10	2

Remaining list, next part:
SMILES	MEKK2 mut-MEK5	GPR7 antag	DNA FID counter	MEKK3 PB1 HTS	MEKK2 WT-MEK5	OXTR agonist	PfM18AAP inh	NALP1 yeast inh	PHOSPHO1 inh
CCN=C1S/C(=C/c2ccc(-c3ccc(F)cc3)o2)C(=O)N1CC	-5	-16	-26	101	85	0.2	-1	12	20
COc1ccccc1OC(C)C(=O)Nc1ccc(S(=O)(=O)Nc2nccs2)cc1 (stereo unspecified)	-1	-10	-24	101	98	0.8	-7	28	27
Cc1cc(C)n2nc(S(=O)(=O)N(C)Cc3ccccc3)nc2n1	2	10	-7	103	106	-0.5	12	nt	16
O=C(N/N=C/c1cc([N+](=O)[O-])ccc1O)/C(=C\c1cccs1)NC(=O)c1ccccc1	-2	-1	1	92	93	-2.4	5	29	4
Cc1sc2ncnc(N(C)CCc3ccccn3)c2c1C	0	-10	0	99	104	-0.8	4	nt	-8
COc1cccc(CNC(=O)CCCn2ccc3cc(S(=O)(=O)N4CCCC4)ccc32)c1	-2	-2	-65	103	101	0.4	-4	29	34
O=C(NN=C1CCC(c2ccccc2)CC1)c1ccccc1-n1cccc1 (stereo unspecified)	13	2	-5	98	102	-2.2	4	21	-1
O=C(CCN(NC(=O)c1ccccc1)C1=NS(=O)(=O)c2ccccc21)NC1CCCCC1	1	-6	-24	108	107	-2.0	2	20	5
Cc1ccc(NC(=O)CCC(=O)NNC(=O)C(C)(C)C)c(C)c1	-14	-5	-3	88	92	1.1	-9	-24	32
CS(=O)(=O)N(CC(=O)Nc1ccccc1)Cc1ccc(Cl)cc1	0	4	-3	96	98	0.2	4	1	7
Oc1cccc(C=Nc2cccc3ccccc23)c1O	-9	-2	-2	82	86	-1.9	50*	0	29
CC(=O)N1C(=O)/C(=C2\SC(=S)N(c3c(C)n(C)n(-c4ccccc4)c3=O)C2=O)c2ccccc21	2	-11	1	97	89	-1.0	16	37	-32
Cc1cccc(NCC(=O)N/N=C\c2ccccn2)c1	-1	-12	-10	101	99	0.2	3	1	28
O=C(COc1ccccc1)NC(=S)Nc1ccc(Br)cn1	-2	-12	2	100	98	-1.7	-2	5	-6
CC(=O)N1c2ccc(S(=O)(=O)N3CCC(C(=O)NCc4ccc(Cl)cc4)CC3)cc2CC1C (stereo unspecified)	-3	1	-59	98	97	2.9	2	19	36
Cc1sc(NC(=O)c2ccco2)nc1-c1ccccc1	6	-3	4	100	103	0.8	2	57	-22
COc1ccccc1N1CCN(S(=O)(=O)c2ccc(-c3cnc(C4CC4)o3)cc2)CC1	0	-7	-35	100	98	0.2	-6	30	10
Cc1nn(CC(O)COc2ccc3c(c2)CCC3)c(C)c1Br (stereo unspecified)	-6	-15	-30	99	94	-1.3	3	6	19
COc1ccc(C)cc1Nc1nc(-c2ccccc2O)nc2ccccc12	4	1	4	108	106	0.9	1	4	3
CCOC(=O)CSc1nc2sc3c(c2c(=O)n1CC)CC(C)(C)OC3	-1	-11	-19	97	96	-1.8	-7	13	18
O=C(NC(N1CCCCCC1)C(Cl)(Cl)Cl)c1ccccc1Cl (stereo unspecified)	-3	1	6	96	98	-1.0	5	4	11
COc1ccc(OC)c2c1cc(C(=O)N[C@@H](C)C(=O)N[C@@H](C(=O)O)c1ccccc1)n2C	1	-6	-21	102	103	0.1	4	8	20
Cc1nnc2sc(SCC(=O)Nc3ccc(Br)cc3)nn2c1=O	-1	-2	-4	92	98	0.6	14	-2	-62
COc1cccc(-c2noc(CCC(=O)NCCc3ccccc3)n2)c1	1	-2	-24	103	103	-0.8	-12	29	36
COC(=O)C1CCN(C(=O)c2ccc(OC3CCN(Cc4ccccn4)CC3)cc2)CC1	-8	-15	-3	95	89	-0.1	-1	-12	37
